HTR2A ag: mouse Htr2a agonists via beta-arrestin recruitment, primary screen, cell-based, luminescence | 5-hydroxytryptamine receptor 2A (Mus musculus), P35363 | CHO-K1 mHTR2A beta-arrestin complementation; percent of 30 µM serotonin response | activation, % at 7.6 µM | actives 0.66% (n = 360,000);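 active means activation above a run cutoff, the mean activation of all tested compounds plus 3 SD, cut at about 14% in these data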;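 further: 0% = plate median of compound wells and 100% = 30 µM serotonin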
ABCB6 inh 2: ABCB6 transporter inhibitors, primary screen, K562-ABCB6 cells, flow cytometry, MLPCN library. K562-ABCB6 porphyrin accumulation, 1 h; hits give low values. fluorescence ratio to DMSO, % at 10 µM. actives 0.19% (n = 360,000). ATP-binding cassette sub-family B member 6 (Homo sapiens), Q9NP58;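 active means fluorescence ratio to DMSO below 75%, the collection mean minus 3 SD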;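 further: signal is porphyrin accumulated inside mitochondria; 100% equals median channel fluorescence of DMSO control wells; lower ratio means ABCB6 inhibition with less porphyrin fluorescence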
Target sequence (Q9NP58 whole entry, looked up): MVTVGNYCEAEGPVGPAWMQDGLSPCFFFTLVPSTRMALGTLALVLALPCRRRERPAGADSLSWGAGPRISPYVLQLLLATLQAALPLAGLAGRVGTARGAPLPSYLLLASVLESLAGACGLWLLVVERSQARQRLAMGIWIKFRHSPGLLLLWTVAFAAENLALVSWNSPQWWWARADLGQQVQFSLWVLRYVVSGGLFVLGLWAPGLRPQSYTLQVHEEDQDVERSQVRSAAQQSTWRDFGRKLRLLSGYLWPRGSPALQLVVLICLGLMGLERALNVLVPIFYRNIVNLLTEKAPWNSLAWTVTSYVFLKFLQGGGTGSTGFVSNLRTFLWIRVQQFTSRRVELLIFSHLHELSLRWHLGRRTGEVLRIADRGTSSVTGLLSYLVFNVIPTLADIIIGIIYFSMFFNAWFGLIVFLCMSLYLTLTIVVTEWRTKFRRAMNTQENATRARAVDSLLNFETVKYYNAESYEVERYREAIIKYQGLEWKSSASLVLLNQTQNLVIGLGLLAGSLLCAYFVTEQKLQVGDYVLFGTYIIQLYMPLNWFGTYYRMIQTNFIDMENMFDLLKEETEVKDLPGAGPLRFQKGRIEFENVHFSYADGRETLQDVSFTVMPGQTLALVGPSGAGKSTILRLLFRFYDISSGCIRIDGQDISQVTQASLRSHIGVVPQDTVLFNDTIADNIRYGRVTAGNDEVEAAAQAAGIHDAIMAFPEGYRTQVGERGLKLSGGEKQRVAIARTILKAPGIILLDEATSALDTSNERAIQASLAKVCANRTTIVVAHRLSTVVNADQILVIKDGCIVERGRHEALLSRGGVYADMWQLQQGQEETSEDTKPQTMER
NOD2-RIPK2 inh: NOD2-RIPK2 binding disruptors in cells, primary screen, fluorescence, CHO cells, BLA complementation. inhibition, % at 4.98 µM. Receptor-interacting serine/threonine-protein kinase 2 (Homo sapiens), O43353. CCF4 ratio. actives 0.38% (n = 360,000); in the data active means inhibition above about 21%;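 further: 0% = vehicle only and 100% = reference blocker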
MC4R antagonist: MC4R antagonists of cAMP signaling, primary screen, cell-based, TR-FRET, antagonist arm of biased-ligand search. Melanocortin receptor 4 (Homo sapiens), P32245. MC4R-expressing cells, MTII-stimulated cAMP, LANCE TR-FRET. inhibition, % at 6.5 µM. actives 0.48% (n = 360,000);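 active means inhibition above its plate's cutoff, the mean of tested wells on that plate plus 3 SD, cut at about 29% in these data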;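 further: 0% = Melanotan II alone and 100% = Melanotan II plus saturating MCL0020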
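system = U2OS cells with stable human MC4R expression | also added = Melanotan II challenge after compound preincubation | dosing = one concentration, 6.5 µM nominal | incubation = compound 30 min, challenge 1 h, detection 1 h | measured by = TR-FRET with Eu-cAMP and labeled anti-cAMP, 671 nm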
Glyco luc inh: increase of ERlucT glycosylation luciferase signal, primary screen, N-linked glycosylation inhibitor project, D54 ERlucT cells, luminescence, set 2. D54 ERlucT glycosylation luciferase reporter, 24 h; percent of 100 nM tunicamycin response. reporter increase, % at 12.5 µM. actives 0.23% (n = 360,000). AID 588692, 2011;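 active means mean luciferase reporter signal, scaled so untreated is 0 and the glycosylation-blocking control 100, at or above a set limit in every replicate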;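 further: luciferase carries N-glycosylation sites so blocking glycosylation raises the light; 0% = median of neutral control wells and 100% = median of 100 nM tunicamycin wells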
H9c2 protect: cardioprotection against H2O2-induced cell death, primary screen, uHTS, H9c2 cells, ATPLite luminescence | H9c2 cardiomyocytes, H2O2 injury protection, 2 h | protection from H2O2 cell death, % at 20 µM | actives 0.63% (n = 360,000) | AID 588492, 2011;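 active means compounds giving at least 50% protection of heart cells from peroxide-induced death in the single-dose screen, raw or plate-pattern-corrected value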;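 further: 0% = DMSO wells with peroxide and 100% = DMSO wells without peroxide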
MC4R ag barr: MC4R agonists recruiting beta-arrestin, primary screen, cell-based, luminescence, agonist arm of biased-ligand search. AID 540308, 2011. activation, % at 8.9 µM. U2OS MC4R beta-arrestin complementation; percent of melanotan II response, DMSO zero. actives 0.98% (n = 360,000). Melanocortin receptor 4 (Homo sapiens), P32245;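 active means activation above a per-plate cutoff, the mean activation of sample wells on that plate plus 3 SD, cut at about 8% in these data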
NCOA2 inhibitor: inhibition of GAL4-SRC2 driven luciferase reporter, primary screen, SRC2 inhibitor project, cell-based, luminescence; Nuclear receptor coactivator 2 (Homo sapiens), Q15596; HEK293 GAL4-SRC2 luciferase reporter; inhibition, % at 9 µM; actives 0.17% (n = 370,000); AID 651957, 2012;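 active means inhibition above the mean inhibition of all tested compounds plus 3 SD, set per campaign, cut at about 52% in these data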;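 further: 0% = DMSO treated cells and 100% = cells given Gossypol at 36 µM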
ABHD5-PLIN5 inh: ABHD5-PLIN5 interaction inhibitors, primary screen, cell lysate, split luciferase complementation, luminescence | Perilipin-5 (Homo sapiens) + 1-acylglycerol-3-phosphate O-acyltransferase ABHD5 (Homo … | Split G. princeps luciferase complementation, 4 h | inhibition, % at 4 µM | actives 0.78% (n = 360,000) | AID 602281, 2012;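 active means inhibition above the mean inhibition across every tested compound plus 3 SD, cut at about 22% in these data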;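 further: 0% = DMSO only wells and the 100% control is not disclosed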
TLR9-MyD88 block: inhibitors of TLR9-MyD88 association in cells, primary screen, cell-based, CHO, BLA complementation, fluorescence | CCF4 FRET ratio | inhibition, % at 4.98 µM | actives 0.21% (n = 340,000) | AID 504734, 2011;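 active means inhibition above the mean over all tested compounds plus 3 SD, cut at about 21% in these data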;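 further: 0% = DMSO only wells and 100% = clavulanate BLA inhibitor control wells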
Active calls of the source: *. These rows are one share of the data. The share of hits here may be higher or lower than overall.

`C=CCn1cccc(C(=O)Nc2ccc(N(C)C)cc2)c1=O` gave HTR2A ag -2.5, ABCB6 inh 2 97.0, NOD2-RIPK2 inh -4.0, MC4R antagonist 2.0, Glyco luc inh 1.3, H9c2 protect -2.1, MC4R ag barr -0.2, NCOA2 inhibitor -64.8, ABHD5-PLIN5 inh -3.3 and TLR9-MyD88 block -7.3.
For Cc1cccc(C)c1OC(=O)Cc1ccccc1[N+](=O)[O-] the results were HTR2A ag -6.3, ABCB6 inh 2 102.0, NOD2-RIPK2 inh -2.7, MC4R antagonist 0.3, Glyco luc inh -2.1, H9c2 protect 3.6, MC4R ag barr -0.3, NCOA2 inhibitor 9.6, ABHD5-PLIN5 inh 1.6 and TLR9-MyD88 block 6.7.
`CC(=O)Nc1ccc(S(=O)(=O)NC(=O)C23CC4CC(CC(C4)C2)C3)cc1` gave HTR2A ag 1.7, ABCB6 inh 2 97.0, NOD2-RIPK2 inh -7.6, MC4R antagonist 6.7, Glyco luc inh 0.5, H9c2 protect 11.2, MC4R ag barr -1.6, NCOA2 inhibitor 7.0, ABHD5-PLIN5 inh -1.0 and TLR9-MyD88 block 10.2.
`O=C(COC(=O)CNC(=O)c1ccc(Cl)c([N+](=O)[O-])c1)NNC(=O)c1ccccc1F` gave HTR2A ag -3.6, ABCB6 inh 2 100.0, NOD2-RIPK2 inh -0.8, MC4R antagonist 24.5, Glyco luc inh 1.5, H9c2 protect -3.8, MC4R ag barr -1.1, NCOA2 inhibitor -13.9, ABHD5-PLIN5 inh 1.6 and TLR9-MyD88 block -2.8.
`COc1ccc(Cc2nc(C(=O)Nc3ccc(F)cc3)cs2)cc1` gave HTR2A ag -2.3, ABCB6 inh 2 85.0, NOD2-RIPK2 inh -6.1, MC4R antagonist 1.0, Glyco luc inh -1.3, H9c2 protect -16.3, MC4R ag barr -1.6, NCOA2 inhibitor -14.8, ABHD5-PLIN5 inh 0.8 and TLR9-MyD88 block -8.5.
`CC(=O)Nc1cncc(-c2ccc(CN(C)C)cc2)n1` gave HTR2A ag -0.8, ABCB6 inh 2 100.0, NOD2-RIPK2 inh 7.2, MC4R antagonist 0.2, Glyco luc inh -0.4, H9c2 protect -0.9, MC4R ag barr -2.8, NCOA2 inhibitor -14.9 and ABHD5-PLIN5 inh 7.4.
For Cc1ccc(Cl)cc1N1CCN(Cc2nnnn2C2CCCCC2)CC1 the results were HTR2A ag 1.2, ABCB6 inh 2 104.0, NOD2-RIPK2 inh -5.8, MC4R antagonist 14.0, Glyco luc inh 0.5, H9c2 protect -0.7, MC4R ag barr 1.0, NCOA2 inhibitor -4.0, ABHD5-PLIN5 inh -3.0 and TLR9-MyD88 block -11.5.
For Cc1nc(SCC(=O)Nc2nc3ccccc3s2)n[nH]1 the results were HTR2A ag 1.2, ABCB6 inh 2 94.0, NOD2-RIPK2 inh -0.6, MC4R antagonist -2.6, Glyco luc inh 3.5, H9c2 protect -6.0, MC4R ag barr -2.0, NCOA2 inhibitor -49.5, ABHD5-PLIN5 inh 3.8 and TLR9-MyD88 block -1.2.
Screening [N-]=[N+]=NC1CC(CO)OC1n1ccc(=O)[nH]c1=O (stereo not given) returned HTR2A ag 4.0, ABCB6 inh 2 92.0, NOD2-RIPK2 inh -10.4, MC4R antagonist -3.7, Glyco luc inh 1.4, H9c2 protect -5.8, MC4R ag barr -0.2, NCOA2 inhibitor 2.8, ABHD5-PLIN5 inh 2.7 and TLR9-MyD88 block 12.9.
For Cn1c(SCc2nnc(-c3ccccc3)o2)nc2ccccc21 the results were HTR2A ag -1.5, ABCB6 inh 2 97.0, NOD2-RIPK2 inh 4.6, MC4R antagonist 3.5, Glyco luc inh -1.4, H9c2 protect -4.3, MC4R ag barr -0.1, NCOA2 inhibitor 20.7, ABHD5-PLIN5 inh 0.1 and TLR9-MyD88 block -5.5.
Screening COc1ccc(C2(OC)Oc3cc(OC)ccc3C(=O)C2(O)OC)cc1 (stereo not given) returned HTR2A ag 7.9, ABCB6 inh 2 92.0, NOD2-RIPK2 inh -21.2, MC4R antagonist -0.2, Glyco luc inh -7.1, H9c2 protect -1.8, MC4R ag barr 1.1, NCOA2 inhibitor -22.4, ABHD5-PLIN5 inh 21.9 and TLR9-MyD88 block -15.4.
Cc1ccc(OC(=O)CCC(=O)Nc2ccc(C)c(C)c2)cc1 was read as HTR2A ag 2.8, ABCB6 inh 2 93.0, NOD2-RIPK2 inh -5.5, MC4R antagonist 0.3, Glyco luc inh 2.5, H9c2 protect 0.6, MC4R ag barr -0.9, NCOA2 inhibitor 12.2, ABHD5-PLIN5 inh 2.4 and TLR9-MyD88 block 4.6.
Screening CCOC(=O)c1sc(=NC(=O)c2c(F)cccc2F)n(C)c1C returned HTR2A ag 0.5, ABCB6 inh 2 104.0, NOD2-RIPK2 inh -4.7, MC4R antagonist 5.5, Glyco luc inh 4.6, H9c2 protect 0.6, MC4R ag barr -5.0, NCOA2 inhibitor -9.0, ABHD5-PLIN5 inh -4.7 and TLR9-MyD88 block -4.7.
Cc1cccc(C(=O)N/C(=C\c2ccco2)C(=O)N2CCCC2)c1 was read as HTR2A ag 7.0, ABCB6 inh 2 98.0, NOD2-RIPK2 inh -6.6, MC4R antagonist 0.9, Glyco luc inh 1.6, H9c2 protect -1.6, MC4R ag barr -1.1, NCOA2 inhibitor 14.6, ABHD5-PLIN5 inh -4.4 and TLR9-MyD88 block 5.7.
Screening O=C(Cc1ccccc1F)NNC(=O)c1ccncc1 returned HTR2A ag -4.2, ABCB6 inh 2 88.0, NOD2-RIPK2 inh 1.8, MC4R antagonist -5.2, Glyco luc inh -0.6, H9c2 protect 0.8, MC4R ag barr 2.0, NCOA2 inhibitor 16.3, ABHD5-PLIN5 inh 7.6 and TLR9-MyD88 block -4.2.
`O=C(O)CCn1[nH]c(=O)ccc1=O` gave HTR2A ag 0.5, ABCB6 inh 2 92.0, NOD2-RIPK2 inh 0.3, MC4R antagonist 6.5, Glyco luc inh -0.1, H9c2 protect -2.1, MC4R ag barr -0.9, NCOA2 inhibitor -9.4, ABHD5-PLIN5 inh 4.5 and TLR9-MyD88 block -2.0.
For CCNC(=S)N(CCc1cccc(C)c1)Cc1cc2cc(OC)c(OC)cc2[nH]c1=O the results were HTR2A ag -1.4, ABCB6 inh 2 99.0, NOD2-RIPK2 inh -6.8, MC4R antagonist 4.2, Glyco luc inh 4.3, H9c2 protect -1.0, MC4R ag barr 1.2, NCOA2 inhibitor -46.1, ABHD5-PLIN5 inh -2.0 and TLR9-MyD88 block -10.1.
Cc1ccc2cc(CN(Cc3ccco3)C(=O)c3cccs3)c(=O)[nH]c2c1 was read as HTR2A ag -7.7, ABCB6 inh 2 107.0, NOD2-RIPK2 inh 5.2, MC4R antagonist -5.0, Glyco luc inh 11.7, H9c2 protect 5.0, MC4R ag barr -1.1, NCOA2 inhibitor -15.1, ABHD5-PLIN5 inh 20.5 and TLR9-MyD88 block 7.5.
Screening CCN(C(=O)CN1C(=O)NC2(CCC(C)CC2)C1=O)C1CCCCC1 (stereo not given) returned HTR2A ag -1.0, ABCB6 inh 2 95.0, NOD2-RIPK2 inh -0.5, MC4R antagonist 0.9, Glyco luc inh 2.4, H9c2 protect 7.1, MC4R ag barr -0.6, NCOA2 inhibitor 2.6, ABHD5-PLIN5 inh 0.3 and TLR9-MyD88 block -2.2.
COC(=O)c1ccccc1NC(=O)Cn1cnc2c(cnn2-c2ccccc2)c1=O was read as HTR2A ag 10.9, ABCB6 inh 2 104.0, NOD2-RIPK2 inh 3.9, MC4R antagonist 6.0, Glyco luc inh 1.5, H9c2 protect -2.2, MC4R ag barr -1.2, ABHD5-PLIN5 inh 4.5 and TLR9-MyD88 block -8.5.
For CC(C)(C)c1nc(SCC(=O)NCc2cccs2)c2ccccc2n1 the results were HTR2A ag 0.1, ABCB6 inh 2 91.0, NOD2-RIPK2 inh -15.1, MC4R antagonist -1.9, Glyco luc inh 3.3, H9c2 protect -1.2, MC4R ag barr 1.3, NCOA2 inhibitor -3.8, ABHD5-PLIN5 inh 6.1 and TLR9-MyD88 block 5.0.
CCCC(=O)Nc1c2c(nn1-c1cccc(C)c1C)CS(=O)(=O)C2 was read as HTR2A ag 2.1, ABCB6 inh 2 103.0, NOD2-RIPK2 inh -6.0, MC4R antagonist 1.4, Glyco luc inh -0.2, H9c2 protect 0.8, MC4R ag barr -0.1, NCOA2 inhibitor 10.9, ABHD5-PLIN5 inh 2.5 and TLR9-MyD88 block 5.2.
O=C(NCc1cccc(Cl)c1)c1cc(=O)[nH]c2ccccc12 was read as HTR2A ag -0.5, ABCB6 inh 2 151.0, NOD2-RIPK2 inh -5.1, MC4R antagonist 0.8, Glyco luc inh 3.5, H9c2 protect -0.5, MC4R ag barr -0.9, NCOA2 inhibitor 10.3, ABHD5-PLIN5 inh 6.1 and TLR9-MyD88 block 1.9.
Screening O=C(c1cc(-c2ccc(F)cc2)on1)N1CCCCCC1 returned HTR2A ag 2.5, ABCB6 inh 2 102.0, NOD2-RIPK2 inh -7.9, MC4R antagonist 2.8, Glyco luc inh -9.6, H9c2 protect -3.4, MC4R ag barr -0.4, NCOA2 inhibitor -21.7, ABHD5-PLIN5 inh -2.8 and TLR9-MyD88 block -2.8.
For CN(C)CCCNC(=S)NCc1ccc(Cl)cc1 the results were HTR2A ag -5.2, ABCB6 inh 2 97.0, NOD2-RIPK2 inh -17.0, MC4R antagonist 11.6, Glyco luc inh 0.0, H9c2 protect 11.2, MC4R ag barr 0.4, NCOA2 inhibitor -11.6, ABHD5-PLIN5 inh 6.0 and TLR9-MyD88 block 8.7.
For O=C(NCc1ccccc1F)c1ccc2c(c1)OCCO2 the results were HTR2A ag 0.0, ABCB6 inh 2 96.0, NOD2-RIPK2 inh 2.1, MC4R antagonist 9.5, Glyco luc inh -1.2, H9c2 protect 7.9, MC4R ag barr -1.4, NCOA2 inhibitor -26.0, ABHD5-PLIN5 inh 0.7 and TLR9-MyD88 block -6.5.

Bioassay records (PubChem)
